FadD28 binding – M. tuberculosis FadD28 bisubstrate binding inhibition; FadD28 bisubstrate probe binding, fluorescence polarization; inhibition, % at 12.5 µM; 360,000 tested, 0.22% active; AID 588549; in the data active = inhibition above about 8.5%, passing the limit was not always enough; inconclusive = no clear call, values can overlap the other calls
BoNT F protease – blocks Botulinum neurotoxin F light chain protease | AID 588497 | 360,000 tested, 0.22% active | inhibition, % at 10 µM | Multiplex microsphere protease cleavage assay, flow cytometry; in the data active = inhibition above about 35%, passing the limit was not always enough; inconclusive = no clear call, values can overlap the other calls; note: plate controls were buffer without enzyme for full effect and enzyme alone for no effect
TcdB inh – TcdB glycohydrolase inhibition. P18177. TcdB glycohydrolase enzymatic assay, plate reader. inhibition, % at 9.99 µM. 350,000 tested, 0.24% active; in the data active = inhibition above about 10%
BoNT A protease – inhibitors of Botulinum neurotoxin A light chain protease; multiplex microsphere protease substrate cleavage, flow cytometry; 360,000 tested, 0.17% active; inhibition, % at 10 µM; AID 588499; note: plate controls were buffer without enzyme for full effect and enzyme alone for no effect
PrPC TRFRET – reduces human prion protein on the cell surface; P04156; cell surface PrPC, TR-FRET read-out; inhibition, % at 13.8 µM; 370,000 tested, 0.43% active; AID 720596; in the data active = inhibition above about 24%; note: 0% = median of the test wells and 100% = reference compound wells
Yp Topo-I inh – inhibitors of Yersinia pestis topoisomerase I | Y. pestis Topo-I cleavage product accumulation, plate reader | activity, % at 10 µM | 360,000 tested, 0.064% active; in the data active = activity above about 50%, passing the limit was not always enough; inconclusive = no clear call, values can overlap the other calls; note: inactives centre near 2
Anthrax LF prot – anthrax lethal factor protease inhibition | P15917 | multiplex microsphere protease cleavage assay, LF | inhibition, % at 10 µM | 360,000 tested, 0.12% active | AID 588501; note: plate controls were buffer without enzyme for full effect and enzyme alone for no effect
Target sequence (P15917 whole entry, looked up): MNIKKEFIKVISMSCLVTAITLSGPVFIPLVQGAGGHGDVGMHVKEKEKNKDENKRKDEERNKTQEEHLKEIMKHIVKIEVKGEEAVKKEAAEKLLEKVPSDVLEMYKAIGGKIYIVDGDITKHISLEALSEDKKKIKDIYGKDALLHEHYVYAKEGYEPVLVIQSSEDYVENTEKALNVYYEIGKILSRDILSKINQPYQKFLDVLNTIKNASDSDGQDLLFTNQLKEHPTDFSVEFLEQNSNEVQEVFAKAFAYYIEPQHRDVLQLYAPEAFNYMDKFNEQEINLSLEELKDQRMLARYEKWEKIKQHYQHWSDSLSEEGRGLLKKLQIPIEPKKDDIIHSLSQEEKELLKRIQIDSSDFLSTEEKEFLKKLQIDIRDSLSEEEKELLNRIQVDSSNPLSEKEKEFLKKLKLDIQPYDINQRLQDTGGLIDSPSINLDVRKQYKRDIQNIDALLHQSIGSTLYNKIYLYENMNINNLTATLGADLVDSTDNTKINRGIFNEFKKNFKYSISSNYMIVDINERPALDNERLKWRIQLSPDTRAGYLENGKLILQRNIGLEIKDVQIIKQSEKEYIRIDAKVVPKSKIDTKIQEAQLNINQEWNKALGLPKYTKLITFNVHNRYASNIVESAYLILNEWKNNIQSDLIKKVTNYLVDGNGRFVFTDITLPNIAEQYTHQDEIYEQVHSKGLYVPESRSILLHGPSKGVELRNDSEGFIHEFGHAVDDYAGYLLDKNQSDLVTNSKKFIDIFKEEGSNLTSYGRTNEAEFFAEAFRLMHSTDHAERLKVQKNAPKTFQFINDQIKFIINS
PfHsp40 rescue – restores yeast growth despite PfHsp40 toxicity | growth rescue, % at 12.5 µM | AID 504582 | 340,000 tested, 0.68% active | S. cerevisiae expressing PfHsp40, growth rescue, ATP luminescence; in the data active = growth rescue above about 28%, passing the limit was not always enough; inconclusive = no clear call, values can overlap the other calls;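 note: yeast W303a lacking pdr1 and pdr3 grown in galactose medium; growth measured after three days at 30 °C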
CCHF vOTU inh – CCHFV vOTU protease inhibition; inhibition, % at 11.5 µM; 370,000 tested, 0.55% active; Pep-AMC fluorescence; in the data active = inhibition above about 30%; note: 0% = vehicle wells with enzyme and 100% = no enzyme wells
* hit, by the source's call; ? = inconclusive; . = not tested or not shown. Cut-off read from the data, not from the text of the source, unless noted: active = inhibition above about 30%; inconclusive = no clear call, values can overlap the other calls; inactive = below that.

SMILES	FadD28 binding	BoNT F protease	TcdB inh	BoNT A protease	PrPC TRFRET	Yp Topo-I inh	Anthrax LF prot	PfHsp40 rescue	CCHF vOTU inh
CCC(C)(O)C(=O)OC1C(=O)OC2CC3C(C)=CC(O)C(O)C3(C)C3C4(O)OCC23C1C(C)C4O (stereo not given)	-4.0	-4	1.1	-0.2	10	8	-4	.	-3
O=C(Nn1c(C2CCCCC2)nc2ccccc2c1=O)c1ccc([N+](=O)[O-])cc1Cl	-2.5	0	.	-1.5	-3	-7	-1	0.1	-1
COc1ccc(CCNC(=O)COC(=O)C2COc3ccccc3O2)cc1 (stereo not given)	-1.1	-5	1.6	1.2	-3	-5	2	-0.5	12
O=C1CCC(=O)N1c1ccc(S(=O)(=O)N2CCCC2)cc1	-0.9	-9	0.9	-0.1	1	-3	-8	1.9	2
O=C(C1=C[C@@H](c2ccc(C(F)(F)F)cc2)C[C@@H](OCCCCO)O1)N1CCCCCCC1	-10	-3	-0.7	0.6	-3	15	-1	-0.2	10
Cc1nc2ccccc2n1CC(=O)N/N=C\C=C\c1ccccc1	-5.1	-1	.	-0.8	-2	-2	-7	0.5	-5
O=C(/C=C/c1ccc(Cl)c([N+](=O)[O-])c1)Nc1ccc(NC(=O)c2ccco2)cc1	-1.1	-2	0.0	-0.9	-10	-1	-2	-0.2	2
NNC(=O)c1ccc(CN2CCCCC2)o1	0.6	-5	-6.6	-0.8	5	-7	0	-1.6	-5
CC(=O)Nc1ccc(CN2CCC2(C)C(=O)NC2CCN(Cc3ccccc3)CC2)cc1 (stereo not given)	-1.6	0	1.6	-0.2	-11	0	0	.	17
CC1CCN(C(=O)Cn2nnc(-c3ccc(N)cc3)n2)CC1	-0.3	15	-1.7	-0.7	-4	3	7	1.5	-8
O=S(=O)(c1ccc(F)cc1)N1CCN(CC(O)COCc2cccs2)CC1 (stereo not given)	0.5	4	.	-0.4	2	6	0	0.8	0
COc1ccc(OCC(O)CN2CCN(c3ccc(OC)cc3)CC2)cc1 (stereo not given)	0.5	-22	1.1	0.3	-11	2	3	-0.6	19
O=C(C1CCC1)N1CCN(S(=O)(=O)c2ccc([N+](=O)[O-])cc2)CC1	-2.3	-13	1.9	0.6	-42	1	-5	0.5	-4
O=C1CSC(c2ccccc2)N1c1cccnc1 (stereo not given)	-1.5	-10	3.8	0.3	6	4	-3	-0.6	-14
C=C(C)Cn1c(=O)c2c(nc3n2CC(C)CN3Cc2ccccc2)n(C)c1=O (stereo not given)	-0.1	-2	1.8	0.3	-6	3	1	0.0	16
Cc1ccc(C(c2sc3nc(C)nn3c2O)N2CC(C)OC(C)C2)cc1 (stereo not given)	-3.0	4	.	-0.1	-1	-4	-2	-0.9	11
Cn1c(N)c(C(=O)CSc2nc3ccccc3c(=O)n2Cc2ccccc2)c(=O)n(C)c1=O	-1.1	8	1.6	-1.3	9	2	-2	0.5	11
Cc1cc(NC(=O)Nc2cccc(Cl)c2)n(-c2ccccn2)n1	-15	1	1.0	-0.3	7	-18	-6	101*	17
CCOC(=O)c1ccc(NC(=S)Nc2ccccn2)cc1	-0.8	11	.	0.2	5	-4	2	1.4	13
Cn1ccs/c1=N\S(=O)(=O)c1ccc(F)cc1	-1.1	-9	.	-0.4	2	9	0	-0.1	6
CCCC(=O)NCCCc1nc2ccccc2n1CC	-0.2	-9	-0.3	0.0	5	-2	-7	-0.9	-2
CC(C)C[C@@H](CN=[N+]=[N-])N1CCN(Cc2ccccc2)CCC1=O	-2.8	-3	0.2	-0.3	-6	6	-9	-0.6	11
CCSc1nnc(NC(=O)C2CCN(C(=O)c3ccc(F)cc3)CC2)s1	.	-2	-0.1	0.6	-9	11	-8	-0.2	-5
O=C(CN(C(=O)CNS(=O)(=O)c1ccccc1)C1CCCC1)NCC1CCCO1 (stereo not given)	0.0	-2	.	0.2	-1	4	1	-2.1	12
COc1cc(NC(=O)c2ccc([N+](=O)[O-])o2)ccc1NC(=O)c1ccco1	-1.2	0	0.5	0.6	6	2	-1	1.9	9

Going on with the list:
SMILES	FadD28 binding	BoNT F protease	TcdB inh	BoNT A protease	PrPC TRFRET	Yp Topo-I inh	Anthrax LF prot	PfHsp40 rescue	CCHF vOTU inh
Cn1c(O)c(Cc2ccc(OCc3ccccc3)cc2)c(=O)n(C)c1=O	2.6	3	-1.4	0.4	8	-8	16	1.0	-2
Cc1nnc(NC(=O)CSc2nnc(CCc3nc4ccccc4[nH]3)n2C)s1	-4.1	0	.	-0.3	-3	-9	2	0.7	-2
COc1ccc(NC(=O)c2cccc3ccccc23)cc1OC	0.0	-6	1.6	-0.3	-7	-7	0	.	2
Cc1cc(C)c(N(CC(=O)NC(C)(C)C)C(=O)CNC(=O)c2cccs2)c(C)c1	-3.1	-2	0.6	-0.7	0	-6	-7	-0.4	-5
COc1ccc(C2N(C(=O)N(C)C)CCN2S(=O)(=O)c2ccc(OC)cc2)cc1 (stereo not given)	-1.6	-5	1.7	0.6	4	7	0	-0.1	-7
CC(C)c1ccc(/C=C(/C#N)c2nnc(NC(=O)c3ccccc3)s2)cc1	-3.9	-6	.	0.3	6	0	-1	4.6	-11
CC1CCCCN1Cc1ccc(N(C)C)cc1 (stereo not given)	-3.9	-9	0.1	-1.3	-3	-3	-3	-0.4	-1
COc1ccc(S(=O)(=O)N(C)CC(=O)Nc2cccc(C(C)=O)c2)cc1	-1.8	-4	-1.2	-0.8	4	2	-8	-1.6	-1
CCOC(=O)[C@@H]1[C@H]2COc3ccccc3[C@@H]2N2C(=O)N(c3cccc(F)c3)C(=O)[C@@]12C	-3.1	-6	0.4	-0.6	4	10	-11	0.4	7
Cn1c(NCCCN2CCOCC2)nc2c1c(=O)n(Cc1ccc(Cl)cc1)c(=O)n2C	-3.4	3	.	1.1	0	1	-2	0.1	-7
C/C(CC(=O)N1CCCC1)=N\NC(=O)c1cc2ccccc2cc1O	-1.5	2	2.1	-0.6	-5	-4	-10	1.9	4
CC1CCN(CCCNC(=O)CCCNC(=O)Cn2cnc3sc4c(c3c2=O)CCCC4)CC1	-2.5	-2	.	1.4	3	2	1	1.7	-2
O=C(CNS(=O)(=O)c1ccc(Br)s1)NCc1ccc(F)cc1	0.0	24	0.8	-0.9	-2	2	13	-1.3	13
CCN(CC)c1ccc(N)cc1	-1.1	-119	.	-0.5	.	-19	-65	-1.0	.
Cc1sc2ncn(CC(=O)NCC(=O)N3CCC4(CC3)OCCO4)c(=O)c2c1C	-2.0	-30	.	-0.8	2	-1	0	5.5	0
Cc1oc2cc(O)cc(O)c2c(=O)c1-c1ccc2c(c1)OCCCO2	-4.5	-4	3.7	-1.0	7	-4	-7	12	3
CC(NC(=O)CCc1nnc(-c2ccccc2)o1)c1ccccc1 (stereo not given)	-1.6	-7	0.5	-0.9	5	4	-6	0.7	-8
CC(=O)c1ccc(NC(=O)C2=CC(c3ccco3)=NS(=O)(=O)N2C)cc1	0.3	4	1.2	-0.5	-38	-10	-2	0.5	33*
NS(=O)(=O)c1cc(C(=O)N2CCc3ccccc32)c(Cl)cc1Cl	-3.2	1	.	2.6	0	12	-4	-2.0	0
Cc1ccnc(SCc2nc3ccccc3s2)n1	-1.7	-16	.	1.8	-7	10	0	-0.5	-7
COc1ccc(N(CC(=O)N2CCN(Cc3ccccc3)CC2)S(=O)(=O)c2ccccc2)cc1	-0.2	7	1.5	-0.4	-14	42	2	0.7	4
Cc1ccc(OCCC(=O)Nc2ccc(F)c(Cl)c2)cc1	-1.8	-2	-0.1	-0.6	5	4	1	-0.2	15
O=C(c1ccc([N+](=O)[O-])cc1)N(C1=NCCCCS1)c1ccccc1	0.2	0	.	-0.5	0	-5	-12	-0.8	-4
CCOc1ccc(NC(=O)CNC(=O)c2nn(-c3ccc(OC)cc3)c(=O)c3ccccc23)cc1	-2.6	-6	0.4	-2.9	0	0	-3	0.3	11
O=C(CCc1nnc(CCc2c[nH]c3ccccc23)o1)NC1CCC1	-3.7	-3	1.3	-0.9	-5	2	-3	-0.6	-9

(listing goes on)
SMILES	FadD28 binding	BoNT F protease	TcdB inh	BoNT A protease	PrPC TRFRET	Yp Topo-I inh	Anthrax LF prot	PfHsp40 rescue	CCHF vOTU inh
CCOC(=O)Cc1csc(N/C(=N/S(=O)(=O)c2cc(Br)ccc2OCC)c2ccccc2)n1	-0.9	0	-0.8	0.1	-2	2	-1	0.4	-4
N#Cc1cccc(NC(=O)Cn2cnc(S(=O)(=O)N3CCOCC3)c2)c1	-3.9	4	.	1.1	.	4	-2	-0.6	.
CCCCn1c(Nc2ccccc2)nc2ccccc21	-1.9	-4	-0.3	-1.0	7	4	-2	-0.6	14
O=C(Cc1cccc(NC(=O)C2CCN(C(=O)C3CC3)CC2)c1)Nc1cccc(C(=O)N2CCOCC2)c1	0.4	-3	0.6	-0.3	1	4	-10	-0.1	-1
Cc1cc(O)ccc1N=Cc1c(C(F)(F)F)[nH][nH]c1=O	1.5	-3	15*	0.0	-2	7	-2	-0.1	6
CSc1ccccc1C(=O)NCCOc1cccc(C)c1	-1.4	-4	-0.9	-0.9	1	-3	-1	-1.6	16
COc1cc2c(cc1OC)C(C(=O)NCCN1CCOCC1)C1c3ccccc3CCN1C2=O (stereo not given)	-3.4	-49	.	-3.9	-5	-1	3	-2.0	-5
C=CCC1(CC=C)CCCN1C(=O)C1CCC(=O)N(CCc2ccc(OC)cc2)C1 (stereo not given)	-2.4	3	1.1	0.4	12	9	4	0.9	5
CCOC(=O)N1CCC(c2nc3ccccc3[nH]2)CC1	-1.3	1	.	1.4	-5	5	3	2.2	1
CCC1(C)Cc2c(sc3c2c(=O)n(C)c2nnc(SCc4ccccc4)n32)CO1 (stereo not given)	0.4	10	.	?	-6	4	-2	-0.5	-5
FC(F)(F)c1cnc(-c2cnc(-c3cccnc3)nc2)c(Cl)c1	1.4	-2	0.8	0.7	-1	-6	8	-1.3	-3
O=C(NC1CC2CCC1C2)c1ccco1 (stereo not given)	-2.3	2	0.6	-0.9	-2	-3	3	1.2	1
Cn1c(/C(C#N)=C(\O)c2ccc(Cl)s2)nc2ccccc21	1.3	-4	2.5	2.0	1	-5	0	0.1	0
O=C1CCC(C(=O)OC(C(=O)c2c[nH]c3ccccc23)c2ccccc2)=NN1 (stereo not given)	-0.5	-3	-2.9	0.3	9	-2	-2	2.5	8
Cc1cc(=O)n2c3ccccc3n(CC(O)CN3CCC(C)CC3)c2c1C#N (stereo not given)	0.3	1	3.0	0.0	3	0	-1	-1.1	7
CCOC(=O)n1c(=O)oc2ccccc21	-1.5	9	1.1	0.5	0	0	3	-1.2	-11
CCN(CC)S(=O)(=O)c1ccc(C)c(NCC(=O)Nc2ccc(C#N)c(Cl)c2)c1	-3.9	-6	.	-0.5	5	10	-2	0.0	-8
COc1cccc(-c2cnc3c(NC=O)cc(-c4ccoc4)cn23)c1	-2.5	-5	0.4	0.3	2	0	-7	.	-2
COc1ccccc1N1CCN(C(c2cccs2)C(C)NC(=O)C(=O)N2CCOCC2)CC1 (stereo not given)	-1.6	-5	0.8	-0.5	6	-5	-2	-0.3	12
Cc1cc(N2CCc3ccccc32)n2ncnc2n1	-4.4	6	.	1.2	5	0	4	0.9	21

Filtered by structure, those above containing bromine
SMILES	FadD28 binding	BoNT F protease	TcdB inh	BoNT A protease	PrPC TRFRET	Yp Topo-I inh	Anthrax LF prot	PfHsp40 rescue	CCHF vOTU inh
O=C(CNS(=O)(=O)c1ccc(Br)s1)NCc1ccc(F)cc1	0.0	24	0.8	-0.9	-2	2	13	-1.3	13
CCOC(=O)Cc1csc(N/C(=N/S(=O)(=O)c2cc(Br)ccc2OCC)c2ccccc2)n1	-0.9	0	-0.8	0.1	-2	2	-1	0.4	-4

Laid out differently: results already given
mol | FadD28 binding | BoNT F protease | TcdB inh | BoNT A protease | PrPC TRFRET | Yp Topo-I inh | Anthrax LF prot | PfHsp40 rescue | CCHF vOTU inh
COc1ccc(CCNC(=O)COC(=O)C2COc3ccccc3O2)cc1 (stereo not given) | -1.1 | -5 | 1.6 | 1.2 | -3 | -5 | 2 | -0.5 | 12
O=C1CCC(=O)N1c1ccc(S(=O)(=O)N2CCCC2)cc1 | -0.9 | -9 | 0.9 | -0.1 | 1 | -3 | -8 | 1.9 | 2
O=C(C1=C[C@@H](c2ccc(C(F)(F)F)cc2)C[C@@H](OCCCCO)O1)N1CCCCCCC1 | -10 | -3 | -0.7 | 0.6 | -3 | 15 | -1 | -0.2 | 10

Source: PubChem BioAssay
